Assay outcomes as filed in PubChem BioAssay.
NR1D1 modulator = Rev-erb alpha (human) modulation; Rev-erbα–FITC-DNA binding, fluorescence polarization, 90 min; activity, % at 10 µM; 370,000 tested, 0.79% active; AID 1259318;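 active = activity above about 14%, limit read from the data; passing the limit was not always enough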;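 note: 0% = DMSO wells with 35 nM protein and 100% = DMSO wells with 750 nM protein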
HTRA1 inh = blocks human HTRA1 serine peptidase | recombinant HTRA1, FP-rhodamine activity-based probe, fluorescence polarization | Q92743 | 340,000 tested, 0.5% active | inhibition, % at 5.96 µM; in the data active = inhibition above about 36%;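 note: 0% = enzyme with DMSO and 100% = wells lacking enzyme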
Target sequence (Q92743 whole entry, looked up): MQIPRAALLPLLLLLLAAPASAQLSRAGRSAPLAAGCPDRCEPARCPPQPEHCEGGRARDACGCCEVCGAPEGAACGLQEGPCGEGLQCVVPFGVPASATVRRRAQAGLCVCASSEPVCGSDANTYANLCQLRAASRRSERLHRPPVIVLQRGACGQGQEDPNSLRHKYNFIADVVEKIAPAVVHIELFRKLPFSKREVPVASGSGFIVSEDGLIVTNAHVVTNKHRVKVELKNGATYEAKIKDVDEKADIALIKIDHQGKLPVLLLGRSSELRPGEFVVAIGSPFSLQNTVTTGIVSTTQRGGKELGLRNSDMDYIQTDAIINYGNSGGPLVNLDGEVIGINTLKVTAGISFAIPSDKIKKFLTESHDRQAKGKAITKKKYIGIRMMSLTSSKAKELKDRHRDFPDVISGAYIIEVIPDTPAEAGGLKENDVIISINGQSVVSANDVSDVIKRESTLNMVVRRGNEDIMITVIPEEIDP
PG9 binder = PG9 antibody binding by small molecule; TR-FRET gp120-PG9 antibody binding; inhibition, % at 6.7 µM; 360,000 tested, 0.43% active; in the data active = inhibition above about 8.5%
mABHD4 FP = ABHD4 (mouse) inhibition, primary FP screen; inhibition, % at 8.92 µM; purified mABHD4, FP-Rh probe fluorescence polarization; 370,000 tested, 0.54% active; AID 720543; Q8VD66;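 active = inhibition exceeding the mean over every tested compound plus 3 SD, cut at about 30% in these data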;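 note: 0% = plate median of compound wells and 100% = S159A mutant with DMSO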
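Assay system: wild-type mouse ABHD4 protein; compound: single nominal dose of 8.92 µM, 0.89% DMSO final; schedule: 45 min + 60 min at 25 °C; measured by: FP readout, ex 525 nm / em 598 nm; evaluation: % inhibition of FP-Rh probe binding versus controls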
GC-A act = GC-A (human) enzyme activation; HEK293 GC-A cells, cGMP TR-FRET, EC30 ANP; 0% at EC30 ANP, 100% saturating ANP; P16066; 370,000 tested, 0.14% active; AID 1671463; activation, % at 10 µM; in the data active = activation above about 40%
rCAG RNA binder = binds r(CAG) RNA repeats; r(CAG) RNA repeat, TO-PRO-1 dye displacement fluorescence; inhibition, % at 3 µM; 370,000 tested, 1.3% active; AID 651821;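 active = inhibition above the plate cutoff, the mean of all test compounds on that plate plus 3 SD, cut at about 35% in these data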;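 note: 0% = DMSO alone and 100% = 100 µM mitoxantrone as full dye displacement; higher means more dye released from RNA so lower well fluorescence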
ASAP1 inh = ASAP1 ArfGAP inhibition; ASAP1-stimulated ARF1 GTP hydrolysis, GDP FP detection; inhibition, % at 16.5 µM; 360,000 tested, 0.19% active; Q9ULH1; in the data active = inhibition above about 25%;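 note: 0% = vehicle with enzyme and substrate and 100% = no enzyme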
Target sequence (Q9ULH1 325-724 limits assumed): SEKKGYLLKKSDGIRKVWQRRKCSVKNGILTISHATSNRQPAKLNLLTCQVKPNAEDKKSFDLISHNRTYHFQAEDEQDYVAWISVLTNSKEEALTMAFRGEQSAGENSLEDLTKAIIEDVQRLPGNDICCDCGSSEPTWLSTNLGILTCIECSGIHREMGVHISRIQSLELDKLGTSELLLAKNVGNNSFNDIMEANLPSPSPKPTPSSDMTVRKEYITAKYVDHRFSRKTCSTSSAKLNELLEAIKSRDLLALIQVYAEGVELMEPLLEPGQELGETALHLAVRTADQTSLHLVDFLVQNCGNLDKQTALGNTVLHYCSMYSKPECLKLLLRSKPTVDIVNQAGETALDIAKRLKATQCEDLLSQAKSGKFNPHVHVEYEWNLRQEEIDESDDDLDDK
SMARCA2 activ = increases SMARCA2 function in MMTV reporter cells. MG213 cells, MMTV-luciferase reporter, dexamethasone, overnight. activation, % at 9.1 µM. AID 652017. 370,000 tested, 1% active; in the data active = activation above about 7.8%;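 note: 0% = vehicle wells and 100% = reference activator wells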
GC-B act = GC-B (human) receptor activation | P20594 | HEK293-GC-B cells, CNP EC30, cGMP TR-FRET; 0% at EC30 CNP, 100% saturating CNP | activation, % at 10 µM | 370,000 tested, 0.11% active | AID 1920062;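 active = activation at 10 µM reaching about 35% in either raw or pattern-adjusted values, limit read from the data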
ARFGAP1 inhibitor = inhibits rat ARF GTPase activating protein 1; Q62848; inhibition, % at 16.5 µM; Arfgap1-stimulated ARF1 GTP hydrolysis, GDP FP detection; AID 651572; 360,000 tested, 0.26% active;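 active = inhibition above a per-plate limit, mean inhibition of low control wells plus 3 SD, cut at about 25% in these data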;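 note: 0% = DMSO wells with enzyme and 100% = wells lacking Arfgap1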
Target sequence (Q62848 1-136 limits assumed): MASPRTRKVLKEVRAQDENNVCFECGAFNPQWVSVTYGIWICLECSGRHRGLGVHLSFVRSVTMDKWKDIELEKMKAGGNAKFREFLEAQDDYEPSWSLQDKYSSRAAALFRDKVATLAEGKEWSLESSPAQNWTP
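Repeats: one replicate per compound; assay system: rat Arfgap1 catalytic domain, aa 1-136; times: enzyme reaction 120 min at 25 °C after 20 min preincubation; detection: FP of antibody-bound GDP Alexa 633 tracer, ex 620/em 688 nm; benchmarks: high control wells lacking Arfgap1, low control full reaction with DMSO; reagent: human ARF1(Δ1-17)-GTP substrate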
Starred values were filed as active, the others as inactive; . = no result given.

SMILES	NR1D1 modulator	HTRA1 inh	PG9 binder	mABHD4 FP	GC-A act	rCAG RNA binder	ASAP1 inh	SMARCA2 activ	GC-B act	ARFGAP1 inhibitor
Cc1ccc(-c2nc(NC(=O)CSc3nnc(C)s3)ns2)cc1	1	-3	-1.0	2	22	0	-1	0	-2	-7
CC(C(=O)N1CCN(C2c3ccccc3-c3ccccc32)CC1)N1C(=O)c2ccccc2C1=O (configuration not stated)	-3	-16	-2.2	2	-26	-3	-12	-3	-12	-8
Cc1cc(=O)n(C(C)c2ccccc2)n1C(C)c1ccccc1 (configuration not stated)	4	7	3.2	7	-10	1	13	-2	-4	2
Cc1cccc(NC(=O)CSc2ccc(-c3ccccn3)nn2)c1C	-3	11	0.3	-8	7	-4	-3	-1	-3	-4
CCc1nc2ccc(C(=O)N3CCN(c4cc(C)ccc4C)CC3)cc2nc1CC	2	-49	2.5	2	0	-7	-7	-2	-3	-5
COC(=O)[C@]12C[C@H](CC(=O)N3CCSCC3)C(=O)N(Cc3cccc4ccccc34)C1=C[C@H](C1CCCC1)O[C@@H]2C	1	.	.	-6	-17	7	.	0	-5	.
CC(=O)Nc1ccc(SCCN2CC[C@@H](C(C)(C)C)CCC2=O)cc1	3	1	-1.4	0	-1	-2	-4	0	3	1
CCSc1nnc(NC(=O)c2cccc(S(=O)(=O)N(C)c3ccccc3)c2)s1	-1	0	-0.2	-11	1	6	9	-5	7	1
CCC(C)NC(=O)Cn1c(=O)n(CCCCCC(=O)Nc2ccccc2)c(=O)c2sccc21 (configuration not stated)	9	-2	-1.5	-4	-4	-1	8	-1	4	-1
Cc1cccc(C(=O)NNC(=O)c2n[nH]c(=O)c3ccccc23)c1C	5	13	0.1	2	-1	4	-8	2	-7	-16
Cc1cc(C)c(NC(=O)CN2CCCCCC2)c(C)c1	2	-12	0.4	6	3	2	0	2	5	-5
CSCCC(NC(=O)c1ccco1)C(=O)NC1CCCCCC1 (configuration not stated)	-6	-5	-0.8	8	-2	-2	9	-1	4	-17
Cc1nn(Cc2ccc(Cl)cc2)c(=O)n1N(C)c1ncc(C(F)(F)F)cc1Cl	2	-5	0.0	-3	-5	-9	3	-4	-6	7
CCC(c1nnnn1-c1ccc2c(c1)OCCO2)N1CCN(CCN2CCOCC2)CC1 (configuration not stated)	-7	.	1.8	5	0	2	-9	-2	-5	-17
Cc1nc(SCC(=O)NC(C)(C#N)C2CC2)c2c(-c3cccs3)csc2n1 (configuration not stated)	3	-22	-1.4	-3	-4	-2	-14	1	3	-18
C(=N/N1CCN(c2ccccc2)CC1)/c1cccs1	-2	4	-1.2	-3	7	-1	-14	3	0	3
COc1ccc(/C=C2/SC(=S)N(CCCC(=O)Nc3cccc(O)c3)C2=O)cc1	-4	-88	-1.7	-40	-2	17	20	-5	1	10
COc1ccccc1NC(=O)N(Cc1ccco1)Cc1cc2cc(C)cc(C)c2[nH]c1=O	-3	-27	0.1	-8	-5	2	2	1	-17	1
CC(C)[C@H](NC(=O)C1CCN(S(=O)(=O)c2ccccc2)CC1)C(=O)NCc1ccc(F)cc1	-1	2	0.2	-9	0	-2	11	0	3	5
CCSc1ncc(Cl)c(C(=O)Nc2ccc(S(N)(=O)=O)cc2)n1	3	1	0.1	-8	1	3	6	-3	-3	1
CC(=O)c1c(C)n(-c2ccccc2Br)c2ccc(O)cc12	-3	-6	0.5	0	11	9	-7	-2	3	-10
COc1cnc(SC(C)C)[nH]c1=O	2	6	-1.6	-3	2	0	-12	2	2	-1
COc1ccc(C2CC(C(F)(F)F)n3nc(C(=O)NCc4cn(C)nc4C)c(Cl)c3N2)cc1 (configuration not stated)	-2	-13	-0.7	0	-1	-12	-6	-4	-5	0
Cc1ccc(S(=O)(=O)N2CCOC23CCN(C(=O)c2ccc(Cl)cc2Cl)CC3)cc1	-2	-16	-0.6	1	2	-1	-4	-6	-4	4
Cc1ccnc(NS(=O)(=O)c2ccc(NC(=O)Cc3c(F)cccc3Cl)cc2)n1	3	2	-0.7	0	3	2	-7	-1	7	-2

Limited to PG9 binder and rCAG RNA binder, for some of the entries so far:
SMILES	PG9 binder	rCAG RNA binder
Cc1cccc(NC(=O)CSc2ccc(-c3ccccn3)nn2)c1C	0.3	-4
COc1cnc(SC(C)C)[nH]c1=O	-1.6	0

(next part)
SMILES	NR1D1 modulator	HTRA1 inh	PG9 binder	mABHD4 FP	GC-A act	rCAG RNA binder	ASAP1 inh	SMARCA2 activ	GC-B act	ARFGAP1 inhibitor
COc1cc(/C=C/C(=O)OC(C)C(=O)Nc2c(C)n(C)n(-c3ccccc3)c2=O)ccc1OCC#N (configuration not stated)	1	8	-0.7	4	-1	-3	13	-1	6	-3
COc1ccc(N2CCN(C(=O)CSc3ccc([N+](=O)[O-])cc3)CC2)cc1	-4	3	0.3	6	-1	2	-1	-1	0	2
O=C(CN1CCN(c2ncc(C(F)(F)F)cc2Cl)CC1)NC(=O)NCc1ccccc1	0	-2	-0.3	5	4	1	7	2	6	8
COc1ccc(C(=O)N/C(=C\c2cn(C)c3ccccc23)C(=O)N2CCN(C)CC2)cc1OC	2	7	-0.3	-9	-5	-1	3	-1	-6	4
O=C(NCCc1csc(-c2cccnc2)n1)c1ccco1	3	5	-2.3	-10	3	4	-17	-1	-2	6
O=C(COC(=O)CCCN1C(=O)c2cccc3cccc(c23)C1=O)Nc1ccc(Cl)cc1	10	-29	-1.1	2	-6	8	13	-4	-4	12
CC(=O)Nc1cc(C)nn1-c1nc2ccccc2s1	1	0	0.9	5	-3	5	14	1	8	-6
CCc1cc2ccc(OC)cc2nc1SCC(=O)N1CCN(C(=O)c2ccco2)CC1	2	-10	0.9	-9	-34	-5	-3	-3	-20	-9
Cc1cc2nc(N)sc2cc1[N+](=O)[O-]	0	-10	0.9	11	5	-2	-15	0	-2	4
CC(C)(C)OC(=O)CNC(=O)c1[nH]cnc1C(=O)NC(c1ccccc1)c1ccccc1	2	-39	-1.0	-29	4	-2	10	-1	8	7
Oc1ccc(-c2cn3ccccc3n2)cc1O	0	12	-2.3	21	-5	-1	-2	2	-6	-4
CCOC(=O)C1=C(C)N(C)C(=S)NC1c1c(OCC)ccc2ccccc12 (configuration not stated)	-1	-3	-1.8	0	-19	0	-4	0	1	-1
O=C(CNS(=O)(=O)c1ccc(Br)cc1)N1CCOCC1	3	3	1.3	5	1	0	6	0	2	-7
CC(C)(C)S(=O)N1Cc2cc(CO)cc(-c3ccccc3)c2[C@H]1CCO (some centres not stated)	-4	2	0.7	-3	6	5	8	1	5	0
CCc1[nH]nc2c1C(c1ccc(C)o1)C(C#N)=C(N)O2 (configuration not stated)	1	1	-2.4	-2	1	2	-9	-4	1	8
CC(C)Cn1c2c(c(O)c(C(=O)Nc3nc4ccccc4s3)c1=O)CCCC2	10	4	-1.0	5	-2	2	4	-2	-6	-8
COc1ccccc1-c1ccc2c(c1)C(C)(Cc1cccc(C#N)c1)C(=O)N2 (configuration not stated)	46*	.	1.7	-16	-13	2	-2	-4	-5	-7
Cc1cc(-c2ccccc2)nc2oc3c(c12)NC(=O)CN(c1ccccc1)C3=O	23*	7	-1.5	5	5	0	-8	1	-2	8
O=C(NCc1ccco1)C1CCN(S(=O)(=O)N2CCOCC2)CC1	-2	2	0.9	8	5	-2	4	1	2	4
COCCNC(=S)NNC(=O)c1ccco1	-7	8	1.0	-1	0	0	2	-4	2	-8
CC(C(=O)N1CCc2ccccc21)N1CCc2ccccc2C1 (configuration not stated)	1	-2	-3.3	5	-1	-5	-14	-3	0	6
COc1ccc(CNCc2ccncc2)cc1OC	0	0	-2.5	9	1	1	-2	-2	2	4
Cc1cc(NC(=O)CSc2cn(CCNC(=O)c3ccc(Cl)cc3)c3ccccc23)no1	5	-24	-0.4	1	-17	4	1	4	-19	7
COc1cc(C(=O)OCc2cc(=O)n3ccsc3n2)ccc1OC(C)C	-9	2	-2.1	-4	4	2	0	-2	4	6
CC1(C)CC2(CCCN(C(=S)Nc3ccccc3)C2)CCO1 (configuration not stated)	-1	12	0.5	-1	3	-5	-7	-1	0	-14

Next part; it opens with the 3 that closed the last part.
SMILES	NR1D1 modulator	HTRA1 inh	PG9 binder	mABHD4 FP	GC-A act	rCAG RNA binder	ASAP1 inh	SMARCA2 activ	GC-B act	ARFGAP1 inhibitor
Cc1cc(NC(=O)CSc2cn(CCNC(=O)c3ccc(Cl)cc3)c3ccccc23)no1	5	-24	-0.4	1	-17	4	1	4	-19	7
COc1cc(C(=O)OCc2cc(=O)n3ccsc3n2)ccc1OC(C)C	-9	2	-2.1	-4	4	2	0	-2	4	6
CC1(C)CC2(CCCN(C(=S)Nc3ccccc3)C2)CCO1 (configuration not stated)	-1	12	0.5	-1	3	-5	-7	-1	0	-14
O=C(COC(=O)/C=C/c1cccc(Cl)c1)Nc1c(F)cccc1F	-1	2	1.1	-12	2	2	16	-5	-1	-1
O=C(CSCc1ccccc1)Nc1cccc(C(=O)Nc2ccc(C(=O)O)cc2)c1	-3	-13	-0.8	-30	1	23	-3	1	-2	5
CCc1noc(C)c1C(=O)N1CCN(S(=O)(=O)c2ccc(C)cc2C)CC1	2	4	0.1	-3	-1	-9	3	-3	-1	-2
Cc1ccc(CNC(=O)CCn2cc(-c3ccc(C)cc3)nc2-c2ccncc2)cc1	-3	-3	-0.2	3	-3	-4	10	1	-4	8
CC1(C(=O)NCc2cccc3ccccc23)CCN1Cc1ccccc1OC(F)F (configuration not stated)	1	.	-0.8	-16	-6	2	-5	-4	-3	9
CC(C)Oc1ccc(S(=O)(=O)N2CCOCC2)cc1NC(=O)C1CSC2(C)CCC(=O)N12 (configuration not stated)	-1	1	0.7	-2	12	-4	-7	-1	12	-2
O=C(Nc1cccc2ccccc12)c1nn(C23CC4CC(CC(C4)C2)C3)cc1[N+](=O)[O-]	2	-32	1.4	-18	3	6	0	-3	-1	8
CCOC(=O)C1(Cc2ccc(Cl)cc2)CCN(Cc2nccn2CC)CC1	1	9	-1.0	0	0	-13	-17	0	0	4
CC(C)C[C@H](NC(=O)/C=C/[C@H]1O[C@@H](n2ccc(=O)[nH]c2=O)[C@H](O)[C@@H]1O)C(=O)O	1	.	0.2	4	4	5	-6	-4	1	1
CCOc1ccc(Nc2oc(-c3ccccc3Cl)nc2C#N)cc1	-9	.	-0.3	7	9	8	0	1	3	4
Cc1cccc(-c2ncc(S(=O)(=O)C(C)(C)C)c(N)n2)c1	4	5	-0.1	-6	7	-4	6	-2	7	3
O=C(Nc1ccccc1)OCc1cnc(Cl)s1	-5	-7	0.1	0	3	-3	4	0	0	6
CC1=C(C(=O)N2CCCCCC2)CC(CC(=O)NC2CCCC2)C(=O)N1Cc1ccc(C(C)(C)C)cc1 (configuration not stated)	10	.	0.1	1	2	1	-1	-5	0	4
CC[C@]1(C(=O)OC)[C@H]2C(=O)N(Cc3ccccc3)C(=O)[C@H]2[C@H]2CN=C(SCC3CC3)N21	1	2	0.0	-11	-3	0	-5	-3	-4	0
